Screening results from PubChem BioAssay.
LGR2 antag – inhibitors of bursicon-induced Drosophila LGR2 receptor cAMP signaling; inhibition, % at 9.99 µM; AID 720647; 380,000 tested, 0.35% active; HEK293 LGR2, CRE-luciferase, bursicon-stimulated, 4 h;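 active means drop in luminescence signal, shown as inhibition above about 50% in the replicate tests, limit read from the data, passing the limit was not always enough; inconclusive means probably only some replicates passing the limit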;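 further: agonist challenge used bursicon conditioned medium at about half maximal strength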
EWS-Fli block – inhibitors of EWS/Fli oncoprotein transcriptional activity; 350,000 tested, 0.67% active; AID 651661; A673 NR0B1-luciferase reporter, viability-normalised; inhibition, % at 12.6 µM;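 active means mean inhibition of at least 50% after viability correction, with every replicate also passing that limit; inconclusive means mean reaches 50% but only one of two replicates passes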;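 further: firefly luciferase signal divided by Alamar Blue viability fluorescence both relative to DMSO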
DENV2 CPE rescue – DENV2-induced cell death inhibition | 350,000 tested, 1.7% active | AID 651640 | DENV2-infected cells, cytopathic effect rescue, plate reader | CPE inhibition, % at 9.99 µM; in the data active means CPE inhibition above about 20%, passing the limit was not always enough; inconclusive means no clear call, values can overlap the other calls; tested in BHK-21 cells;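 further: 0% = median of neutral control wells and 100% = median of positive control wells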
PAX8 inh HTS – inhibitors of PAX8 transcriptional activity in RMG-I cells; AID 652154; 360,000 tested, 1.2% active; inhibition, % at 12.6 µM; RMG-I TPO-luciferase reporter, SteadyGlo, 24 h;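 active means mean replicate inhibition at least 60% with every replicate also reaching 60%; inconclusive means only one of the two criteria is met; inactive means mean below 60% and not all replicates reaching 60%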;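 further: luciferase light reporting Pax8 driven TPO promoter activity; plate controls were median of neutral control wells for no effect and mitoxantrone controls for full effect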
SIRT5 block – inhibitors of human sirtuin-5 desuccinylase | Q9NXA8 | Purified SirT5, succinyl-peptide AMC, trypsin-coupled fluorescence | inhibition, % at 15 µM | 330,000 tested, 1.1% active | AID 652115; in the data active means inhibition above about 15%; inconclusive means no clear call, values can overlap the other calls
Target sequence (Q9NXA8 whole entry, looked up): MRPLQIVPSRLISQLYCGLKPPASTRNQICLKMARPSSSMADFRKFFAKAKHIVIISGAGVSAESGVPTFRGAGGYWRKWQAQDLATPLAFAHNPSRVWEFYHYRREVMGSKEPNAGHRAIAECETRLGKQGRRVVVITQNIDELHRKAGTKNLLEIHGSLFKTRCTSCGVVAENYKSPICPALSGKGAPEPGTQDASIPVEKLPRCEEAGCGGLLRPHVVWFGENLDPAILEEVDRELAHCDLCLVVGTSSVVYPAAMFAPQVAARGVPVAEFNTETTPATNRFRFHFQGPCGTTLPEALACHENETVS
ARNT-TACC3 inh – disrupts binding between human ARNT and TACC3; AlphaScreen His-ARNT PAS-B/GST-TACC3 binding, luminescence; TACC3 fragment carries E629A point mutation; 390,000 tested, 0.66% active; Q9Y6A5; inhibition, % at 9.99 µM;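 active means mean inhibition of replicates at least 50% and at least half of replicates each reaching 50%; inconclusive means half or more replicates reach 50% but mean below 50%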;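 further: 0% = complete ARNT plus TACC3 wells and 100% = ARNT alone without TACC3; many hits fall short of the cut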
Casp6 inh – blocks human caspase-6 cleavage activity | purified caspase-6, Z-VEID-R110 cleavage fluorescence | inhibition, % at 12.5 µM | 350,000 tested, 0.53% active;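 active means mean inhibition across replicates at least about 35%, with every replicate also reaching that limit, limit read from the data; inconclusive means only one of the two criteria met; inactive means neither criterion met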;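 further: 0% = median of neutral control wells and 100% = no fluorescence left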
Target sequence (P55212 24-179 limits assumed): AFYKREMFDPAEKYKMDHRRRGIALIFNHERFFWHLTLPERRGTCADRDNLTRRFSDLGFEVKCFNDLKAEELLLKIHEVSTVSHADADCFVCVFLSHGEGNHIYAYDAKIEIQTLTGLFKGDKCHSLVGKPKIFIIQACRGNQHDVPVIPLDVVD
Target sequence (P55212 194-293 limits assumed): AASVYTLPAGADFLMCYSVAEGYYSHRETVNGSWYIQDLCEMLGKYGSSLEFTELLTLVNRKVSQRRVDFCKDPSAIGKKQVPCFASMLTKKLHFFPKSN
Numbers without * were called inactive; ? = inconclusive; nt = no result given; & = joins results of further samples. Rows are unselected. Share with any hit: about 4.9%.

SMILES	LGR2 antag	EWS-Fli block	DENV2 CPE rescue	PAX8 inh HTS	SIRT5 block	ARNT-TACC3 inh	Casp6 inh
COCC#Cc1ccc([C@H]2[C@@H](CO)N3C(=O)CN(C(=O)Nc4ccccc4F)C[C@@H]23)cc1	0	10	-3	nt	2	nt	2
C=CCOC(=O)C(C(=O)Cc1ccccc1)c1ccccc1 (stereo unspecified)	-5	-13	5	11	-4	-10	2
O=C1NC[C@H](CCCCN2CCN(CCc3ccccc3)C(=O)C2=O)N(CCC2CCCCC2)C1=O	8	1	-5	-45	nt	nt	-3
COCCC(=O)N1CCC(C(=O)Nc2ccc(Oc3ccccc3)nc2)CC1	-23	-64	2	-143	6	-5	0
OCCC1CN(Cc2ccc(C(F)(F)F)cc2)CCN1Cc1ccccc1 (stereo unspecified)	-2	1	15	-13	-2	3	1
Cc1ccc(NC2=C(CC(=O)O)C(c3ccccc3)N(c3ccc(C)cc3)C2=O)cc1 (stereo unspecified)	-13	-15	-6	-28	-2	nt	0
Cc1ccc(C2C3=C(CCCC3=O)N=C3c4ccccc4C(=O)C32)cc1 (stereo unspecified)	-3	2	-6	12	-2	20	0
CC(=O)N1c2ccc(S(=O)(=O)N3CCCCC3)cc2CC1C (stereo unspecified)	2	3	-2	6	-2	33	-10
Cc1oc(-c2ccccc2F)nc1CS(=O)(=O)CC(=O)N1CCCCCC1	15	-2	0	2	-5	-7	0
C[C@@H]1CN([C@@H](C)CO)C(=O)Cc2cc(N(C)C)ccc2O[C@H]1CN(C)C	-15	-16	-13	-10	-11	-9	-16
CO[C@@H](CN(C)S(=O)(=O)c1cccc(Cl)c1)[C@@H](C)CN([C@H](C)CO)S(=O)(=O)c1cccc(Cl)c1	-4	20	1	nt	1	0	-3
CCN(CC)C(=O)C1=C(C)N(Cc2ccc(F)cc2)C(=O)C(CC(=O)NCC2CCCCC2)C1 (stereo unspecified)	1	9	11	5	-4	nt	-1
Cc1onc(-c2ccccc2Cl)c1C(=O)N1CCC(Cc2ccccc2)CC1	16	23	15	22	-8	-8	-5
N#CCCn1nc(Cc2cccc3ccccc23)c(C#N)c1N	-13	-3	?	0	nt	-8	3
O=C(Nc1ccc([N+](=O)[O-])cc1)C(Cc1ccccc1)N1C(=O)c2cccc3cccc(c23)C1=O (stereo unspecified)	-12	31	1	25	-1	0	4
CCOC(=O)c1c(NC(=O)CCS(=O)(=O)c2ccccc2)sc2c1CC(C)(C)NC2(C)C	0	4	-2	47	7	3	-2
CCC/C=N/NC(=O)c1cccc(Br)c1	-10	-5	1	7	0	-3	-1
COc1cccc(C=Nc2cc(C)cc(C)c2)c1O	3	nt	nt	10	nt	0	nt
COC(=O)[C@@]12C[C@@H](CC(=O)N3CCCCC3)C(=O)N(Cc3ccco3)C1=CCC(C)(C)C2	10	-19	-7	-10	3	nt	0
O=C(NC[C@H]1[C@@H](c2ccccc2)[C@H](CO)N1Cc1cccnc1)c1ccccn1	23	-23	7	-10	8	6	4
COc1ccc(S(=O)(=O)Nc2cccc3c2O[C@@H](CN(C)Cc2ccncc2)[C@@H](C)CN([C@@H](C)CO)C3=O)cc1	7	17	-13	2	12	nt	1
COc1ccc(N(CC(=O)Nc2ccc(F)cc2)S(=O)(=O)c2ccccc2[N+](=O)[O-])c(OC)c1	nt	6	5	12	-2	12	1
O=C(CCC(=O)Nc1ccc(F)cc1)N/N=C/c1ccc(Br)cc1	11	-7	2	-14	-5	-9	-5
Cc1cccc(C)c1NC(=O)COc1ccc2c(C)c(Cc3ccccc3)c(=O)oc2c1C	25	10	-5	2	-1	-2	-3
c1cnn2c(-c3ccc4c(c3)CCO4)cnc2c1	-15	-82	-7	-208	nt	nt	-2
CCC(=O)Nc1ccc2c(c1)OC[C@@H](C)N(C(=O)C1CC1)C[C@H](C)[C@@H](OC)CN(C)C2=O	16	2	1	nt	-2	-4	1
N#C/C(=C\c1ccc(F)cc1)C(=O)Nc1ccccn1	-1	-1	2	-7	-3	-2	-1
COc1ccc(-n2nc(C(=O)NCC(=O)NC3CCCCCC3)c3ccccc3c2=O)cc1OC	-13	3	?	18	-5	-3	5
Oc1ccc(NCc2cccs2)cc1	1	1	-5	3	-2	11	18
O=C(CNC(=O)c1ccc(Cl)cc1Cl)OCC(=O)N1CCN(c2ccccc2)CC1	-7	5	-2	1	2	2	-2
O=C(CN1C(=O)C(=O)N(C2CCCC2)C1=O)Nc1ccc([N+](=O)[O-])cc1	13	7	3	-6	0	0	9
CC(C)c1cn(CC[C@H]2CC[C@@H](NC(=O)c3cccc(F)c3)[C@@H](CO)O2)nn1	-1	4	-1	-10	9	28	0
C/C(=N\Nc1ccc([N+](=O)[O-])cc1)c1ccc(N)cc1	-20	-14	17	29	nt	-1	0
CN(C)N1C(N)=C(C#N)C(c2ccc(Br)cc2)C2=C1CCCC2=O (stereo unspecified)	-11	13	-1	4	4	7	3
COCc1cc(C)nc(N/N=C/c2ccc(-c3ccc(Cl)cc3[N+](=O)[O-])o2)c1C#N	-21	nt	nt	14	nt	-8	nt
Cc1ccc(NC(=O)CCC(=O)NNC(=O)CCc2ccccc2)c(C)c1	-3	6	-2	23	-5	-6	nt
O=C(CCC1CCN(C(=O)Cc2c(F)cccc2F)CC1)NC1CC1	16	nt	0	5	4	0	-1
S=c1[nH]c2cc3c(cc2[nH]1)OCCO3	-13	-16	11	-3	4	9	-2
CC(C)c1ccc(C2c3[nH]c4ccccc4c3C[C@H]3C(=O)N(c4ccccc4C(=O)N4CCC(C(=O)O)CC4)C(=O)N23)cc1 (stereo partly specified)	2	0	-6	nt	2	nt	4
N#C[C@@H]1[C@@H](c2ccccc2)[C@H](CO)N1S(=O)(=O)c1cccc(F)c1	12	10	12	-24	11	-1	-5
COC(=O)c1ccccc1NC(=O)CSc1nnc(-c2cccnc2)o1	-4	-10	-2	-25	-6	5	2
N#Cc1ccc(C(=O)NC(=S)N2CCN(C=O)CC2)cc1	-1	-9	-7	nt	20*	-5	2
Cc1nn(C)c(C(=O)N2CCN(C(=O)c3ccco3)CC2)c1Br	-2	-4	2	9	-1	9	1
Cc1noc(C)c1NC(=O)Nc1cccc2c1O[C@H](CN(C)CC1CC1)[C@H](C)CN([C@H](C)CO)C2=O	-2	-9	-3	nt	-6	-3	-2
N#CNC(=Nc1cccc(Cl)c1)Oc1ccccc1	0	14	?	-44	nt	23	0
C[C@H](CO)N1C[C@H](C)[C@H](CN(C)CC2CCCCC2)Oc2ccc(NC(=O)Nc3cccc4ccccc34)cc2C1=O	6	62*	11	nt	5	-7	-1
C[C@H](CO)N1C[C@H](C)[C@@H](CN(C)S(=O)(=O)c2cccs2)Oc2ccc(NS(=O)(=O)c3cn(C)cn3)cc2C1=O	3&2	-11&5	10&3	-1	2	3&1	-2&-1
COc1cc2c(cc1OC)C(c1ccccc1C(F)(F)F)CC(=O)N2 (stereo unspecified)	-6	2	-1	-8	2	5	-3
C[C@H](CO)N1C[C@H](C)[C@@H](CN(C)C)Oc2cc(C#Cc3ccccn3)ccc2S1(=O)=O	13	-8	-1	-9	-5	-6	0
COc1cc(NC(=O)COC(=O)C2CC(O)CN2S(=O)(=O)c2ccc(Cl)cc2)c(C)cc1[N+](=O)[O-] (stereo unspecified)	-19	-25	-5	-18	-1	13	2
O=C(COC(=O)c1ccccn1)Nc1cccnc1Cl	-4	3	1	0	-4	24	11
CCCn1c(NCc2ccc(C)o2)nc2ccccc21	1	nt	nt	nt	-2	2	-2
COc1ccc2ccccc2c1/C=N/NC(=O)c1ccccc1F	9	5	44*	14	-3	2	5
C[C@H](CO)N1C[C@H](C)[C@H](CN(C)Cc2ccc(C(=O)O)cc2)Oc2ccc(NS(=O)(=O)c3ccc(Cl)cc3)cc2C1=O	-1	-7	14	nt	-2	-7	0
COc1cccc(/C=C/C(=O)OCC(=O)Nc2ccc3c(c2)OCCO3)c1	-8	-4	-7	-10	nt	nt	1
C[C@H]1CN([C@@H](C)CO)C(=O)CCCn2nncc2CO[C@@H]1CN(C)S(=O)(=O)c1ccc(Oc2ccccc2)nc1	-22&15	0&-7	-12&4	-11&-29	-2&0	-12	-6&2
CN(c1ccccc1)S(=O)(=O)c1ccc(C(=O)Nc2cccc(S(=O)(=O)N3CCOCC3)c2)cc1	14	29	18	59	nt	nt	-1
O=C(c1ccc(N2CCCC2)c([N+](=O)[O-])c1)N1CCN(S(=O)(=O)c2ccccc2)CC1	-8	1	8	-10	33*	8	2
CO[C@H]1CN(C)C(=O)c2ccc(NC(=O)C3CCC3)cc2OC[C@H](C)N(C(=O)NC(C)C)C[C@H]1C	-10	8	-1	nt	-1	-6	1
O=C1CCN(S(=O)(=O)c2ccc(Cl)cc2)CCN1	4	19	5	-3	-4	-7	3

Next section:
SMILES	LGR2 antag	EWS-Fli block	DENV2 CPE rescue	PAX8 inh HTS	SIRT5 block	ARNT-TACC3 inh	Casp6 inh
C/C(=N\OC(=O)Nc1ccc(Cl)cc1)c1ccc(F)c(F)c1	-18	-19	-1	-7	2	-9	0
O=C1NC(=O)C2(COC(c3cccnc3)OC2)S1 (stereo unspecified)	4	2	-2	0	-4	-5	0
O=C(CSc1ccc(Cl)cc1)Nc1cccc(-c2nnc(-c3ccco3)o2)c1	-13	-2	0	-119	-10	0	1
O=C(NCCc1ccc(F)cc1)Nc1ccccc1	13	-34	1	-25	-1	-5	-2
Cc1noc(C)c1NC(=O)Nc1ccc2c(c1)CC(=O)N([C@H](C)CO)C[C@@H](C)[C@H](CN(C)S(=O)(=O)c1ccc(F)cc1)O2	-3	-9	2	-9	-10	-2	1
CCSC1=N/C(=C\c2ccc(C)s2)C(=O)S1	-21	nt	nt	-4	nt	4	nt
CC1CCN(CCCNC(=O)c2nn(C)c3c2CS(=O)(=O)c2ccccc2-3)CC1	-1	nt	1	-5	-7	2	-2
CCN(CC)C(=O)COc1ccc2c(-c3ccccc3)cc(=O)oc2c1	-7	-7	-1	15	2	-10	-2
C[C@H]1CN([C@@H](C)CO)C(=O)c2cc(-c3cccc(C#N)c3)cnc2O[C@H]1CN(C)C(=O)c1cnccn1	4	-21	6	-9	-3	-2	nt
COc1ccc(CCNC(=O)COc2ccc3c(C)cc(=O)oc3c2)cc1OC	9	9	-4	-12	0	-3	-3
N#CC(Sc1ccccn1)c1ccc(Cl)cc1Cl (stereo unspecified)	-7	3	2	12	nt	-33	2
CCCC(=O)OCC(=O)Nc1cc(Cl)ccc1[N+](=O)[O-]	2	13	-2	23	-3	6	-3
CCc1nc2ccc(C(=O)N(C)CCN(C)C)cn2c1N(C)Cc1cc2ccccc2s1	3	6	17	5	-3	nt	-13
CCOc1ccc(NC(=O)CCNS(=O)(=O)c2cccc3nonc23)cc1	-6	0	-1	18	-3	1	2
Cc1[nH]c2ccccc2c1/C=N/NC(=S)NCc1ccccc1	3	6	nt	7	4	8	2
CCOc1ccc(C(=O)Nc2ccc(NC(=S)NC(=O)CC)cc2)cc1Cl	-1	15	nt	1	1	-6	-2
CC1(C(=O)NS(=O)(=O)c2ccccc2Cl)CCN1C(=O)CCc1ccccc1 (stereo unspecified)	7	-2	12	8	0	nt	1
CCc1csc(N2[C@@H](C#N)[C@H](c3ccc(-c4ccc(F)cc4)cc3)[C@@H]2CO)n1	7	14	12	24	6	21	2
CCC(=O)Nc1ccc2c(c1)OC[C@@H](C)N(C(=O)CC1CC1)C[C@@H](C)[C@H](OC)CN(C)C2=O	14	-5	-9	nt	2	-7	4
COc1cc(/C=N/NC(=O)c2ccc(CN(C)S(=O)(=O)c3ccc(C)cc3)cc2)ccc1O	25	2	4	-17	-2	0	4

Looked up by compound from the entries so far, three records:
SMILES	LGR2 antag	EWS-Fli block	DENV2 CPE rescue	PAX8 inh HTS	SIRT5 block	ARNT-TACC3 inh	Casp6 inh
CCOc1ccc(C(=O)Nc2ccc(NC(=S)NC(=O)CC)cc2)cc1Cl	-1	15	nt	1	1	-6	-2
CC1(C(=O)NS(=O)(=O)c2ccccc2Cl)CCN1C(=O)CCc1ccccc1 (stereo unspecified)	7	-2	12	8	0	nt	1
CCC(=O)Nc1ccc2c(c1)OC[C@@H](C)N(C(=O)CC1CC1)C[C@@H](C)[C@H](OC)CN(C)C2=O	14	-5	-9	nt	2	-7	4
